Screening data: PubChem BioAssay, several laboratories
DAGLB inh = blocks human DAGLB lipase activity. Q8NCG7. HEK293T DAGLB membrane lysate, EnzChek fluorogenic substrate. inhibition, % at 5.17 µM. actives 0.059% (n = 340,000); in the data active = inhibition above about 34%;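 note: 0% = enzyme with vehicle and 100% = wells lacking enzyme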
Target sequence (Q8NCG7 whole entry, looked up): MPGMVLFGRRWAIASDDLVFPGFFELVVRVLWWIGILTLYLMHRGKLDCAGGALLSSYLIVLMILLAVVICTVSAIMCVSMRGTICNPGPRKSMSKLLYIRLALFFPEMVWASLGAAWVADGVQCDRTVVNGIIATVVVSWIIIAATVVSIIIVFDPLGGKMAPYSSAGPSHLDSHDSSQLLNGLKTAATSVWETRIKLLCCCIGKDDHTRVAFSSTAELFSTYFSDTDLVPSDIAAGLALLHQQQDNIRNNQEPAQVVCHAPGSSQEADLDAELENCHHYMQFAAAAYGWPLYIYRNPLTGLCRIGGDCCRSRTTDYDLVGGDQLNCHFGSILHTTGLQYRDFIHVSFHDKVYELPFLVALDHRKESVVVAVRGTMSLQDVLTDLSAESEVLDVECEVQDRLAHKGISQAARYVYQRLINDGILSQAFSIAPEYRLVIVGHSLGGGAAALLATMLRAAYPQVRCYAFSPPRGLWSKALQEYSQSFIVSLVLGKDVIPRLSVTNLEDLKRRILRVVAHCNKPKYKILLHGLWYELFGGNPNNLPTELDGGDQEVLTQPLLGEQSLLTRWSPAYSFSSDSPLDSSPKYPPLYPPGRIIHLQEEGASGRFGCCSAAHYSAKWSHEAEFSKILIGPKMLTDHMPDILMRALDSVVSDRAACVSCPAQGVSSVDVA
Arr AP2 block = human beta-arrestin and AP2 interaction inhibition. FITC-arrestin peptide / GST-AP2 beads, flow cytometry; AP2 beta2 appendage carries R879A mutation. inhibition, % at 10 µM. actives 0.31% (n = 340,000). AID 504490;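 active = inhibition above a set limit, near 3 SD of compounds lacking own fluorescence, cut at about 54% in these data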;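 note: plate controls were DMSO wells for no effect and 5 µM unlabelled arrestin peptide for full effect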
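Assay system: GST-AP2 R879A bound to glutathione beads, E. coli-expressed; Medium: PBS with 0.05% Tween 20 and 0.1% BSA; Also added: fluorescein-tagged arrestin peptide at 50 nM final; Timing: 12 min plus 1 h, RT; Measured by: flow cytometry, FL1 (488/535 nm); Evaluation: percent drop in bead-associated FITC signal.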
RTF Ca sens inh = cardiac RTF calcium desensitization | P19429+P45379 | IANBD-labeled cardiac RTF, Ca2+ fluorescence | inhibition, % at 7.15 µM | actives 0.12% (n = 340,000) | AID 493244;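 active = inhibition above the mean inhibition of all tested compounds plus 3 SD, cut at about 17% in these data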;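 note: assay run at fixed EC70 calcium of 1.6 mM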
Pemphigus Ab inh = inhibitors of pemphigus antibody binding to human desmoglein-3 | binding (percent of control), % at 10 µM | DSG3-coupled beads, scFv-anti-DSG3-GFP binding, flow cytometry; active compounds read low | actives 0.48% (n = 310,000) | P32926;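 active = binding more than 3 SD below its plate's average and above zero; inconclusive = below that plate limit but binding exactly zero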;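 note: hits lower antibody fragment binding to DSG3; some compounds called inactive have numbers as strong as hits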
LANA DNA inh = KSHV C-LANA DNA binding inhibition; MBP-C-LANA/FAM-LBS DNA binding, fluorescence polarization; inhibition, % at 9 µM; actives 0.078% (n = 340,000); AID 504423;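 active = highest replicate inhibition at or above 60% at 9 µM, even if other replicates fall short; inactive = all replicates below 60% inhibition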;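 note: 0% = neutral control wells and 100% = 4 µM acridine orange control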
V-ATPase pH = regulators of yeast V-ATPase proton transport | S. cerevisiae, pHLuorin cytosolic pH fluorescence | response, % at 10 µM | actives 0.37% (n = 350,000) | AID 504577; in the data active = response mostly above about 7.3%, no sharp cut-off; inactive = mostly below about 5.4%; note: actives read high; inactives centre near 0; some compounds called inactive have numbers as strong as hits
CAL PDZ FP-1 = inhibitors of human CAL PDZ peptide binding. Q9HD26. purified CAL PDZ, TMR-peptide fluorescence polarization, 1 h. inhibition, % at 24.9 µM. actives 0.92% (n = 300,000). AID 602252;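 active = mean inhibition of at least 30% with at least half of replicates also reaching 30%; inconclusive = no clear call, values can overlap the other calls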;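 note: 0% = DMSO neutral control and 100% = excess unlabeled competitor peptide PRC23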
CAL PDZ FP-2 = inhibitors of human CAL PDZ peptide binding. Q9HD26. inhibition, % at 20 µM. purified CAL PDZ, TMR-peptide fluorescence polarization, 1 h. actives 0.02% (n = 330,000). AID 504414;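 active = highest replicate inhibition of at least 40%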;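 note: plate controls were DMSO neutral control wells for no effect and unlabeled competitor peptide control wells for full effect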
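Read-out basis: mP drop reported as inhibition | Assay system: Tagged CAL PDZ protein CerCALP, purified | Benchmarks: Unlabelled peptide for full inhibition, DMSO wells as neutral | Schedule: 1 h incubation at room temperature before polarization reading | Buffer or medium: Sodium phosphate/NaCl buffer pH 7.4 with TCEP, IgG, Thesit | Doses: Single point, 20 µM | Measured by: Fluorescence polarization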
NSD2 inh = NSD2 (human) methyltransferase inhibition; inhibition, % at 12.5 µM; O96028; NSD2 peptide methylation, AlphaScreen, 120 min; AID 743445; actives 0.54% (n = 310,000); in the data active = inhibition above about 50%
Keap1 Nrf2 FP = Keap1-Nrf2 (human) interaction inhibition; actives 0.15% (n = 340,000); Q14145; Keap1 Kelch-Nrf2 peptide fluorescence polarization, 1536-well; inhibition, % at 9.4 µM; AID 504523; in the data active = inhibition above about 12%; inconclusive = no clear call, values can overlap the other calls; inactive = below about 7.3%;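 note: human Keap1 Kelch domain with fluorescein labeled Nrf2 9mer peptide probe; 0% = neutral control wells and 100% = peptide positive control; higher means more block of Keap1 binding to Nrf2 peptide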
Starred values were filed as active, the others as inactive; ? = inconclusive; . = no result given. The list is partial; the hit share may differ from the screen's.

| compound | DAGLB inh | Arr AP2 block | RTF Ca sens inh | Pemphigus Ab inh | LANA DNA inh | V-ATPase pH | CAL PDZ FP-1 | CAL PDZ FP-2 | NSD2 inh | Keap1 Nrf2 FP |
| --- | --- | --- | --- | --- | --- | --- | --- | --- | --- | --- |
| CCc1ccc(CNCc2ccc(F)cc2)cc1 | -2 | -2 | -13 | . | -2.6 | -2 | -1 | -1.1 | 0 | -2 |
| C=CCOc1c(Cl)cc(CNCCCN2CCOCC2)cc1OC | -2 | -4 | -3 | 102 | -0.2 | -2 | -1 | . | 0 | -6 |
| COc1ccc(C(=O)N=C2SC3CS(=O)(=O)CC3N2Cc2ccc(F)cc2)cc1 (configuration not stated) | -4 | 26 | 2 | 83 | 0.8 | -3 | 1 | -1.9 | 20 | -1 |
| Cc1ccc(S(=O)(=O)N2CCOCC2)cc1NC(=O)CN1C(=O)NC(C)(c2ccc(Cl)cc2Cl)C1=O (configuration not stated) | 2 | 19 | 3 | . | 0.5 | -1 | -1 | 0.2 | 11 | 2 |
| Cc1nn(Cc2cccc(F)c2)c(C)c1NC(=O)c1c([N+](=O)[O-])c(C)nn1C | 3 | 0 | -9 | 98 | 0.5 | 0 | 0 | 1.6 | 2 | 2 |
| Cc1cc(-n2c(C)cc(C(=O)COc3cccnc3[N+](=O)[O-])c2C)no1 | -2 | 6 | 3 | 105 | 0.6 | 4 | 7 | -0.9 | 0 | -7 |
| O=C(CN1CCCCC1)Nc1ccc(NC(=O)c2ccc(Cl)cc2)cc1Cl | -5 | 13 | -7 | . | 0.5 | 7 | -5 | 0.0 | -1 | 5 |
| Cc1cccc(N(CC(=O)NCCSc2ccccn2)S(=O)(=O)c2ccccc2)c1 | -3 | 10 | 4 | 116 | 0.4 | 6 | -1 | -0.8 | 32 | 2 |
| CC1(C)CC(=O)c2sc(NC(=O)c3ccco3)nc2C1 | -4 | 2 | 1 | 97 | -0.1 | -1 | . | -0.1 | . | -4 |
| COCc1cc(=O)[nH]c2cc(NC(=O)C(C)(C)CCl)c(C)cc12 | -1 | 5 | -9 | 108 | -0.3 | 0 | -4 | -2.9 | 0 | 0 |
| COC(=O)c1ccccc1NC(=O)NCc1c(C)nn(C)c1C | 0 | 3 | 2 | . | -0.8 | -1 | -4 | 0.3 | -1 | -2 |
| CNc1ccc(Cl)cc1C(N)=O | 0 | 4 | 2 | . | -0.7 | 1 | 2 | 1.9 | -3 | 0 |
| O=S(=O)(NCCN1CCOCC1)c1ccc2c(c1)OCCO2 | -3 | 38 | -1 | 101 | 1.7 | 9 | 0 | -2.0 | -1 | -2 |
| COc1cc2c(cc1NC(=O)CSc1nnc(Cc3cccs3)n1C)oc1ccccc12 | 2 | 9 | 5 | 113 | 0.1 | 2 | -2 | -0.8 | 12 | -3 |
| Cc1noc2ncnc(SCc3ccc(C(F)(F)F)cc3)c12 | -10 | 35 | -4 | . | 0.5 | -2 | 0 | -0.6 | 14 | 1 |
| COc1ccccc1N1CCN(C(=O)C(=O)c2c(C)[nH]c3ccccc23)CC1 | 0 | 12 | 4 | 108 | 0.3 | 0 | -2 | -1.8 | 20 | 2 |
| CCOC(=O)N1CCN(C(=O)c2oc3ccc(S(=O)(=O)N4CCCCCC4)cc3c2C)CC1 | 0 | 8 | -15 | . | 0.1 | 0 | -1 | -0.7 | 1 | 0 |
| CC(C)CCOc1ccc(C(=O)N2CCCC2C(=O)O)cc1 (configuration not stated) | -1 | -2 | -8 | 104 | -0.1 | -1 | -1 | 0.4 | 0 | -2 |
| Cc1ccc(Nc2nnc(SCC(=O)NCC3CCCO3)s2)cc1 (configuration not stated) | 1 | -14 | -1 | 102 | 1.7 | 3 | 1 | -0.4 | -2 | -1 |
| Nc1nc(NS(=O)(=O)c2ccc(Cl)cc2)nn1-c1ccccc1 | -1 | 29 | 8 | 100 | 0.9 | 1 | 13 | -1.3 | -2 | 0 |
| Cc1ccccc1C(=O)N1CCN(c2ccc(NC(=O)c3cccnc3)cc2)CC1 | -1 | 36 | -10 | 107 | -0.2 | 1 | 2 | -0.7 | -1 | 0 |
| Cn1c(=O)n(C)c2cc(S(=O)(=O)N3CCN(c4ccccc4)CC3)ccc21 | 1 | -3 | -2 | 92 | 0.5 | -2 | 0 | -1.7 | -3 | 6 |
| COc1ccc(C(C)NC(=O)c2ccncc2)cc1 (configuration not stated) | -1 | -5 | -12 | 87 | -1.1 | 0 | -3 | -2.1 | 0 | -3 |
| O=C(O)c1ccc(N/N=C/c2ccc(-c3cccc(Cl)c3)o2)cc1 | 4 | -1 | -12 | 99 | 2.9 | 5 | -3 | -1.5 | . | 4 |
| COC(Cn1c(C)c(C(C)=O)c(C(C)=O)c1C)OC | 2 | -2 | -8 | 105 | -1.1 | -2 | -2 | -1.4 | 1 | 3 |
| CCOC(=O)C1CCCN(c2cc(C)nc3cc(-c4ccc(F)cc4)nn23)C1 (configuration not stated) | -7 | 0 | -7 | 105 | -0.8 | -1 | -2 | -1.0 | . | -5 |
| COc1ccc(CCNC(=O)CCCn2c(=O)[nH]c3cc(OC)c(OC)cc3c2=O)cc1OC | -1 | 17 | -9 | . | -0.2 | 1 | -1 | -1.6 | -5 | 2 |
| Cc1ccc(CCNC(=O)c2cc(-c3ccncc3)nc3ccccc23)cc1 | -11 | -2 | -3 | 99 | -0.1 | 1 | -4 | -0.8 | -2 | -3 |
| CC(C)N=C(NS(=O)(=O)c1cccs1)c1ccccc1 | 2 | 3 | -5 | 103 | -0.2 | 3 | . | -1.0 | 0 | 0 |
| CNC(=O)c1[nH]cnc1C(=O)Nc1cccc(OC)c1 | -1 | 7 | 0 | 114 | -0.7 | -3 | 2 | 0.6 | 0 | 5 |
| CC(C)CN(C(=O)CSc1nnc(-c2cccs2)n1N)c1c(N)n(Cc2ccccc2)c(=O)[nH]c1=O | 4 | -5 | -29 | 103 | -0.2 | 3 | -4 | -0.8 | 1 | -8 |
| Cc1cc2c(cc1[N+](=O)[O-])NC(CNC(C)C)CC2 (configuration not stated) | -1 | 10 | -9 | 114 | 1.2 | -2 | -4 | 1.2 | 48 | -3 |
| COc1cccc(OCC(=O)N(Cc2nc(-c3ccc(Cl)cc3)no2)C(C)C)c1 | -3 | 16 | -2 | 103 | 0.3 | 7 | . | -1.8 | . | -3 |
| N=c1c2c(-c3ccccc3)c(-c3ccccc3)oc2ncn1Cc1ccco1 | -8 | -28 | 1 | . | 1.7 | 1 | 4 | -3.8 | -1 | -2 |
| COc1ccc(CN(C(=O)c2cc3ccccc3oc2=O)C2CCS(=O)(=O)C2)cc1 (configuration not stated) | -4 | 12 | -9 | 105 | 0.4 | 0 | -4 | -0.2 | 0 | -1 |
| C[C@H](CO)N1C[C@H](C)[C@@H](CN(C)C(=O)Nc2ccc(C(F)(F)F)cc2)Oc2c(NC(=O)Nc3ccc4c(c3)OCO4)cccc2C1=O | 0 | 31 | -21 | 110 | 0.5 | 1 | -2 | -2.1 | . | 3 |
| CCCCN(C(=O)/C=C/c1ccccc1)C1CCS(=O)(=O)C1 (configuration not stated) | 4 | -2 | -8 | 74* | 0.6 | 0 | 6 | -1.6 | -2 | -2 |
| CCC(=O)Oc1ccc(C(=O)Nc2cccc(C(=O)NCC(C)C)c2)cc1 | -2 | -8 | -6 | 88 | 1.5 | 4 | -2 | -2.7 | 0 | 1 |
| COc1ccc(/C=C2\C(=O)OCc3cc(OC)c(OC)cc32)cc1OC | 2 | 8 | -1 | 100 | -3.0 | 0 | -1 | -0.3 | 1 | -1 |
| Cc1cccc(C(=O)N2CCc3cc(-c4nc(NC(=O)CN5CCCC5)sc4C)ccc32)c1 | -2 | 42 | 12 | . | -0.7 | 1 | . | -1.6 | 6 | 3 |
| COc1ccc(C(=O)COC(=O)c2nc3nccc(C)n3n2)cc1F | 1 | -10 | -13 | . | 1.1 | -1 | -2 | -1.2 | 16 | -1 |
| Cc1ccc(S(=O)(=O)N2CCCCC2)cc1NC(=O)CN1C(=O)CN(C)C1=O | 0 | -12 | -2 | 103 | 0.3 | -2 | -3 | 0.2 | 3 | -4 |
| CSCC(CO)NS(=O)(=O)c1ccc(C)cc1 (configuration not stated) | 2 | 2 | -11 | 98 | 0.3 | 2 | -3 | -1.6 | -6 | -3 |
| Cc1ccc2cc(CCNC(=O)c3cccs3)c(=O)[nH]c2c1C | -2 | 5 | 0 | 99 | -0.2 | -1 | . | -1.8 | . | -5 |
| COc1ccc(S(=O)(=O)N(C)CC(=O)NCc2ccco2)cc1OC | 0 | 10 | -22 | 111 | -0.7 | 5 | -2 | -1.1 | 4 | -2 |
| CCOc1cc(C)c(S(=O)(=O)N2CCCC2)cc1C | -5 | -9 | -13 | 105 | -1.1 | -1 | -1 | -2.1 | . | -3 |
| COc1ccc(CCN(Cc2nc3ccccc3c(=O)[nH]2)C(=O)C2CC2)cc1 | -4 | -10 | -8 | 101 | 1.1 | 1 | -1 | 0.3 | -5 | ? |
| O=C(c1ccco1)c1cc2c(ccc3ccccc32)oc1=O | 2 | 1 | -3 | 106 | 1.2 | 0 | . | -0.2 | 1 | 3 |
| COc1ccc(Cl)cc1NC(=O)CSc1nnc(COc2ccccc2)n1C | -1 | -8 | -8 | 88 | -1.3 | 0 | -18 | -5.0 | 1 | -1 |
| O=c1c2ccccc2nnn1CSc1nnc(Nc2ccccc2)s1 | -2 | -9 | 3 | 84 | -0.8 | 0 | 3 | -1.8 | -4 | -2 |
| Cc1csc(=O)n1CCC(=O)OCC(=O)Nc1cccc(C#N)c1 | 0 | -9 | -2 | 97 | -0.5 | -4 | -2 | -1.4 | -4 | 7 |
| CCC(c1nnnn1CCc1ccccc1)N(Cc1ccco1)Cc1cc2cc(C)cc(C)c2[nH]c1=O (configuration not stated) | 0 | 7 | -3 | 112 | -0.1 | -1 | -2 | -1.3 | -1 | -12 |
| c1ccc(CN2CCN(c3ncccn3)CC2)cc1 | -7 | -5 | -2 | 99 | 0.4 | -5 | . | -1.1 | -2 | 0 |
| CCc1c(C)nc(N)n2c(SCC(=O)N3CCCc4ccccc43)nnc12 | 1 | 0 | 0 | 99 | 0.6 | 9 | 0 | . | -2 | -6 |
| CCCCCC(=O)NN1C(=S)N(c2ccc(OC)cc2)C(=O)C1CC(=O)Nc1ccccc1 (configuration not stated) | . | 31 | . | 101 | . | -2 | . | . | 1 | . |
